High-throughput results: PubChem BioAssay, The Scripps Research Institute Molecular Screening Center
LYPLA1 counter – LYPLA1 (human) inhibition in PME1 counter-screen; recombinant LYPLA1, FP-Rh probe fluorescence polarization; inhibition, % at 5.9 µM; 0.16% of 320,000 active; AID 2174;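 active = inhibition above the mean of all tested compounds plus 3 SD, set per campaign, cut at about 14% in these data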;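 note: inhibitors block serine hydrolase probe labeling of LYPLA1 so polarization falls; 0% = enzyme with DMSO and 100% = wells lacking LYPLA1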
PAFAH2 inh – inhibitors of human PAFAH2 | Q99487 | recombinant PAFAH2, FP-rhodamine activity probe, fluorescence polarization | inhibition, % at 3.39 µM | 0.99% of 340,000 active | AID 492956;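 active = inhibition above the mean over all tested compounds plus 3 SD, cut at about 30% in these data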;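 note: inhibitors block probe labeling of enzyme so polarization drops; 0% = enzyme with DMSO and 100% = wells lacking PAFAH2 protein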
GSTO1 inh – counter-screen for RBBP9 inhibitors: inhibitors of human GSTO1. P78417. AID 1974. inhibition, % at 5.96 µM. recombinant GSTO1, activity-based probe fluorescence polarization. 1.1% of 300,000 active;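 active = inhibition above the campaign mean inhibition plus 3 SD, cut at about 35% in these data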;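 note: 0% = GSTO1-1 with DMSO and 100% = wells lacking GSTO1-1 enzyme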
Target sequence (P78417 whole entry, looked up): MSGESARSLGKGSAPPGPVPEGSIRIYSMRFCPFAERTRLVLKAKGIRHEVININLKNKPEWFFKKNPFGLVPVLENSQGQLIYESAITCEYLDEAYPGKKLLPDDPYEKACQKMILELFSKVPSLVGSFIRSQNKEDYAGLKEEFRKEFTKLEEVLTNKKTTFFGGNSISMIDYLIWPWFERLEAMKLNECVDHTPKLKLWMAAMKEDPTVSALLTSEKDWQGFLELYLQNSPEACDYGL
PAFAH1B3 FP inh – inhibitors of human PAFAH1B3; Q15102; recombinant PAFAH1B3, FP-rhodamine probe, fluorescence polarization; inhibition, % at 3.39 µM; 0.28% of 340,000 active;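 active = inhibition above the screen-wide average of all tested compounds plus 3 SD, cut at about 25% in these data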;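 note: 0% = enzyme with DMSO only and 100% = wells lacking PAFAH1B3 protein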
Target sequence (Q15102 whole entry, looked up): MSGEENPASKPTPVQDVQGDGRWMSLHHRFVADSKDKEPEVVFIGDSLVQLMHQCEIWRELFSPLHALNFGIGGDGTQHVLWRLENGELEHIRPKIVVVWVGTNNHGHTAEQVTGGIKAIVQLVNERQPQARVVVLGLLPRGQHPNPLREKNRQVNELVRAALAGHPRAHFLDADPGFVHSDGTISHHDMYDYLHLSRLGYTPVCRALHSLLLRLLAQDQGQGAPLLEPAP
PAD4 inh – PAD4 (human) enzyme inhibition; recombinant PAD4, RCA probe fluorescence polarization; inhibition, % at 6.36 µM; Q9UM07; 0.41% of 330,000 active;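 active = percent inhibition above a cutoff equal to the mean of all tested compounds plus 3 SD, cut at about 15% in these data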;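 note: 0% = PAD4 with RCA probe and DMSO and 100% = probe without PAD4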
pPAFAH FP inh – pPAFAH (human) enzyme inhibition; Q13093; recombinant pPAFAH, FP-rhodamine probe fluorescence polarization; inhibition, % at 3.39 µM; 1.5% of 330,000 active;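 active = inhibition above the mean inhibition across the screen plus 3 SD, cut at about 25% in these data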;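 note: inhibitors block binding of the rhodamine activity-based probe so polarization drops; 0% = enzyme with DMSO and 100% = wells lacking pPAFAH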
PME-1 primary – blocks human protein phosphatase methylesterase 1 | 0.53% of 320,000 active | recombinant PME-1, FP-Rh probe fluorescence polarization | inhibition, % at 5.9 µM;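 active = inhibition above the campaign mean of all compounds plus 3 SD, cut at about 26% in these data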;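 note: competitive labeling of PME-1 active site by serine hydrolase directed probe; 0% = PME-1 with DMSO and 100% = wells lacking PME-1 enzyme; inhibitors block probe labeling so polarization falls and inhibition rises; many of its hits are not listed in these tables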
LYPLA2 inh – blocks human lysophospholipase 2, a PME1 counter-screen; O95372; recombinant LYPLA2, FP-Rh probe fluorescence polarization; inhibition, % at 5.9 µM; 0.38% of 320,000 active;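 active = inhibition above the screen-wide mean plus 3 SD, limit set per campaign, cut at about 26% in these data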;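 note: 0% = LYPLA2 with DMSO and 100% = wells lacking LYPLA2 enzyme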
Target sequence (O95372 whole entry, looked up): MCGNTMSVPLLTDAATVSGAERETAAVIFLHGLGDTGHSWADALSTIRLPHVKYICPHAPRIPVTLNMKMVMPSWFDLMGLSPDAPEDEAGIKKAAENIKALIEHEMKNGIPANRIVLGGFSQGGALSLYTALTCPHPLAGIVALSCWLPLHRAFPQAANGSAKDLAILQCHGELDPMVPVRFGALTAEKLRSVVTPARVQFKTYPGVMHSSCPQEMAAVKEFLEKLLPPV
PAFAH1B2 FP inh – PAFAH1B2 (human) inhibition; 1.2% of 340,000 active; inhibition, % at 3.39 µM; P68402; AID 492953; recombinant PAFAH1B2, FP-rhodamine activity probe, fluorescence polarization;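 active = inhibition above the mean of all tested compounds plus 3 SD, cut at about 24% in these data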;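 note: 0% = enzyme with DMSO and 100% = wells lacking PAFAH1B2; many of its hits are not listed in these tables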
* = called active by the depositor; / = not tested or not shown.

structure,LYPLA1 counter,PAFAH2 inh,GSTO1 inh,PAFAH1B3 FP inh,PAD4 inh,pPAFAH FP inh,PME-1 primary,LYPLA2 inh,PAFAH1B2 FP inh
Cc1ccccc1NC(NC(=O)OCCn1c([N+](=O)[O-])cnc1C)C(Cl)(Cl)Cl (configuration not stated),-8,1,3,7,2,-4,-10,-4,6
C=CCN1C(=O)c2ccc(C(=O)N(C)Cc3ccc(C)o3)cc2C1=O,-2,0,0,-7,-1,3,-9,5,-3
O=C(CN(Cc1ccccc1F)C(=O)c1csnn1)NCc1ccc2c(c1)OCO2,-2,5,1,1,-7,-4,2,0,1
c1ccc(C2(c3ccccc3)OCC(Cn3cncn3)O2)cc1 (configuration not stated),4,6,-3,3,-1,8,0,0,7
OCCOCCn1c2ccccc2c2ccccc21,1,8,0,7,0,4,6,-3,0
C=CCN1C(=O)c2ccc(C(=O)N(C)CC(=O)Nc3ccc(OCC)c(OCC)c3)cc2C1=O,1,5,-2,11,-2,4,3,-2,3
CCOC(=O)/C(C#N)=C/C=C1/C=CC=CN1C,-2,6,-2,10,1,-1,-1,5,4
Cc1ccc(C(=O)OCC(=O)NC2CCS(=O)(=O)C2)c(C)c1 (configuration not stated),/,-2,/,5,-7,-2,/,/,4
COCC(=O)Nc1ccc(-c2cn3cccnc3n2)cc1,0,-6,2,4,-1,5,-1,2,0
Cn1c(CCCOc2ccc(Cl)cc2Cl)nnc1SCC(=O)Nc1nccs1,-1,5,8,2,-1,4,3,5,6
CC1CN(S(=O)(=O)c2ccc(C(=O)N(C)C3CCCCC3)cc2)CC(C)O1 (configuration not stated),/,-3,/,13,0,5,/,/,3
NC(=O)CN1C(=O)C(=O)N(Cc2cccc(C(F)(F)F)c2)C1=O,1,-3,2,1,-7,9,5,0,3
O=C(Nc1c2c(nn1-c1ccc(F)cc1)CS(=O)(=O)C2)c1ccc2c(c1)OCO2,4,10,0,1,-2,0,1,12,6
COc1cccc(CNC(=O)c2cc(S(=O)(=O)N3CCOCC3)cn2C)c1,0,4,-4,7,-1,5,-3,4,0
Cc1ccccc1OCC(=O)N/N=C/c1sc(=O)n(Cc2cccc(C(=O)O)c2)c1Cl,-3,2,0,9,-2,5,4,-2,2
CCCCn1c(=O)[nH]c2nc3cc(N)ccc3nc2c1=O,8,27,25,4,14,37*,23,16,14
O=C(COC(=O)CN1C(=O)c2ccccc2C1=O)Nc1ccccc1[N+](=O)[O-],0,9,/,6,-3,-7,-3,4,6
CS(=O)(=O)c1ccc(NC(=O)c2ccccc2-n2cnnn2)cc1,-2,7,/,-1,-3,0,0,0,-4
CCC1(c2ccccc2)C(=O)NCNC1=O,-1,-4,2,4,2,4,-1,0,-4
CCOc1ccc(N2C(=O)C3CCCN3C2=S)cc1 (configuration not stated),2,-1,/,-2,-4,1,-1,3,0
COc1ccc(/C=C2\SC(=O)N(CC(=O)NNC(=O)c3ccccc3O)C2=O)cc1,-12,-1,8,-9,-9,11,-12,-20,-7
NC(=O)[C@H]1CC2(CC(c3cccc(NC(=O)COc4ccc(Cl)cc4)c3)=NO2)CN1C(=O)c1ccc(Cl)cc1 (some centres not stated),-26,-26,-13,0,1,2,-29,-27,0
CC1(C)CC[C@]2(CO)CC[C@]3(C)C(=CCC4[C@@]5(C)CC[C@H](O)[C@@](C)(CO)C5CC[C@]43C)[C@@H]2C1 (some centres not stated),/,-2,/,-1,0,1,/,/,-4
CCCCOc1ccc(/C=N/NC(=O)c2nnn(-c3nonc3N)c2C)cc1,0,9,5,8,2,5,3,6,5
C/C(=C\C(=O)N1CCc2ccccc21)C(=O)O,-3,-4,-1,6,-2,-2,-4,-3,3
O=C1[C@@H]2[C@H]3CC[C@H](C3)[C@@H]2C(=O)N1O,0,6,1,-4,5,-1,-1,1,-4
COC(=O)C1=C(O)C2(C(=O)O)CC(C(=O)OC)=C(O)C(C(=O)O)(C1)C2,0,1,-1,1,-5,2,-3,-3,5
O=C(NCc1cccs1)c1cc(S(=O)(=O)N2CCCCC2)ccc1Cl,-1,-3,-3,1,-3,5,13,4,6
O=C(NCc1ccccc1CN1CCCC1)c1cc2ccccc2o1,0,-3,/,0,-2,-2,-2,1,-3
O=C(Cn1cnc([N+](=O)[O-])c1)NCc1ccc(F)cc1,-1,-2,5,-9,-7,1,4,7,6
Cc1cc(OCC(=O)OCC(=O)NC2CCCCCC2)ccc1Cl,-1,-7,/,7,-5,7,2,5,2
CCOc1ccc(CNC(=O)C2CCN(C(=O)N3CC(C)Oc4ccccc43)CC2)cc1 (configuration not stated),-1,-5,3,0,4,7,2,2,5
COc1cc(NC(=O)CN2C(=O)NC(C)(c3ccc4ccccc4c3)C2=O)c(C)cc1[N+](=O)[O-] (configuration not stated),-14,-11,-13,9,-3,6,-7,-22,1
COc1cccc(-n2nnc3c(=O)n(Cc4cccc(F)c4)cnc32)c1,-3,6,5,8,3,-4,5,-1,-3
O=C(Cc1cccs1)NCc1ccccc1F,-2,4,-5,0,0,6,1,4,4
O=C(OC1CCOC1=O)c1cc(S(=O)(=O)N2CCOCC2)c(Cl)cc1Cl (configuration not stated),-2,-1,/,-1,-3,0,2,0,1
COC(=O)c1ccccc1NC(=O)Cn1c(CCC(=O)O)ccc1-c1cccs1,-1,-1,2,0,-1,2,-5,3,2
N#CCc1ccc(NC(=O)Cn2c(=O)oc3ccccc32)cc1,-1,-3,2,1,-1,4,2,2,1
Cc1cc(C(=O)CSc2nnc(Cc3ccccc3)o2)c(C)n1Cc1ccc2c(c1)OCO2,-1,-8,4,-4,-5,4,-4,-4,1
Fc1ccc(NC(=S)Nc2ccc(F)c(Cl)c2)cc1Cl,-11,-26,-11,-9,-2,2,0,9,3
CC(C)NS(=O)(=O)c1ccc(CCC(=O)N2CCOCC2)cc1,-1,4,3,14,-12,3,3,2,2
COCCNC(=O)CSc1ccccc1C(=O)NCC1CCCCC1,0,-4,5,-9,-4,2,-2,2,5
COc1ccc(CN2CC(C(=O)NCc3ccc4c(c3)OCO4)CC2=O)cc1 (configuration not stated),2,5,4,1,1,3,0,-2,2
COc1cccc(-n2c(=O)c3cc(OC)c(OC)cc3n(CC(=O)Nc3cc(C)[nH]n3)c2=O)c1,-2,4,0,1,-4,3,-2,-3,2
OC1(c2ccccc2Cl)NN=C2CCCCCN21 (configuration not stated),-1,-2,-3,-6,-2,5,1,6,-1
COc1ccc(S(=O)(=O)NC(C)C(=O)Nc2ccccc2C(F)(F)F)cc1 (configuration not stated),1,3,0,-8,0,2,3,8,-1
O=C(Nc1cccc(S(=O)(=O)N2CCCCCC2)c1)C1CC(=O)N(c2ccc3c(c2)OCCO3)C1 (configuration not stated),-2,-2,6,1,5,4,2,-4,3
Cc1cccc(OCc2nnc(SCC(=O)Nc3sc(C)c(C)c3C#N)n2C)c1,4,3,2,3,-1,2,-1,6,-1
COc1ccc(N2CCN(C(=O)c3ccccc3)CC2)c([N+](=O)[O-])c1,2,-1,12,2,-1,4,-3,13,2
CCCC(=O)Nc1nnc(/C=C/c2ccccc2)s1,-4,7,2,8,-4,-3,-7,-3,3
O=C(O)Cc1ccc2ocnc2c1,2,-8,0,0,-6,-1,2,9,2
COc1cc2nc(CN3CCN(C(c4ccccc4)c4ccccc4)CC3)[nH]c(=O)c2cc1OC,-3,/,-2,/,-2,1,-3,1,/
COc1ccc(CCN2CC(C(=O)N(C)C3CCOCC3)CCC2=O)cc1 (configuration not stated),-2,0,0,1,3,4,-5,0,-1
Cc1ccc(C(=O)N/N=C\c2cccnc2)s1,2,0,-1,2,1,-3,7,6,7
COc1ccc(C(CCNCc2ccccc2F)c2ccc(F)cc2)cc1 (configuration not stated),2,1,1,-3,-2,4,6,6,-5
COc1ccc(C(=O)NCc2nnc(SCC(=O)N3CCCCCC3)o2)cc1OC,0,6,-1,1,-3,1,1,6,1
O=C(O)/C=C/C(=O)Nc1ccc(S(=O)(=O)Nc2nccs2)cc1,0,0,0,12,-3,-2,-5,3,6
CC(C)(C)c1ccc(Oc2ccc(NC(=O)C3CC=CCC3C(=O)O)cc2)cc1 (configuration not stated),0,-3,-10,1,-1,8,-2,0,0
CC(C)(C)c1ccccc1OCC(=O)Nc1ncn[nH]1,2,4,1,1,-12,0,-7,0,3
O=C(Nc1cccc(S(=O)(=O)NC2=NCCC2)c1)c1cc(=O)[nH]c2ccccc12,-2,13,/,6,-7,-1,0,6,2

(next part)
structure,LYPLA1 counter,PAFAH2 inh,GSTO1 inh,PAFAH1B3 FP inh,PAD4 inh,pPAFAH FP inh,PME-1 primary,LYPLA2 inh,PAFAH1B2 FP inh
C[C@]12CCC(=O)C[C@@H]1CC[C@@H]1[C@@H]2CC[C@]2(C)C=CC[C@@H]12,-1,-5,-1,4,-9,1,-7,3,6
CCC(=O)NC(=S)Nc1ccc(S(=O)(=O)N2CCN(C)CC2)cc1,-8,4,6,6,1,-4,-9,-2,5
CC(C)N1CCC(=NNc2ccc(S(=O)(=O)N3CCOCC3)cc2[N+](=O)[O-])CC1,2,0,0,4,-3,3,5,3,9
CC(C)C1N(C(=O)N(C)C)CCN1S(=O)(=O)c1ccccc1 (configuration not stated),-3,2,-1,8,-7,2,-3,-9,5

The list is partial; count on the stated rates, not on these rows.
